Screening results from PubChem.
Jurkat NFkB inh: inhibitors of the PMA/ionomycin-induced NF-kB reporter in Jurkat cells | PMA/ionomycin-induced NF-kB luciferase reporter, luminescence | inhibition, % at 4 µM | 330,000 tested, 0.53% active | AID 435003; in the data active = inhibition above about 50%
UPR CHOP act: apoptotic UPR (CHOP) activation | AID 449763 | activation, % at 10 µM | CHO-CHOP luciferase reporter, luminescence; percent of tunicamycin response over DMSO baseline | 330,000 tested, 0.34% active;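 active = at 10 µM dose, activation of 40% or more, normalized to positive control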;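 also: 100% = tunicamycin at 10 µg/mL and 0% = DMSO alone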
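Assay system: CHO cells with stable CHOP pathway luciferase reporter; Buffer or medium: F12 plus 10% serum; Times: 16-18 h cell attachment, then 6 h compound exposure, 37 °C; Signal: luciferase luminescence; Read-out basis: percent activation relative to tunicamycin control; Control set: tunicamycin high control, DMSO low control.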
APJ antag: blocks the human apelin receptor APJ; CHO-K1 APJ beta-arrestin complementation, luminescence; inhibition, % at 20 µM; 330,000 tested, 0.32% active;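 active = inhibition above about 40% at 20 µM, limit read from the data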;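 also: cells challenged with 10 nM apelin-13 agonist together with compound; plate controls were apelin-13 plus DMSO wells for no effect and DMSO wells lacking apelin-13 for full effect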
Target sequence (P35414 whole entry, looked up): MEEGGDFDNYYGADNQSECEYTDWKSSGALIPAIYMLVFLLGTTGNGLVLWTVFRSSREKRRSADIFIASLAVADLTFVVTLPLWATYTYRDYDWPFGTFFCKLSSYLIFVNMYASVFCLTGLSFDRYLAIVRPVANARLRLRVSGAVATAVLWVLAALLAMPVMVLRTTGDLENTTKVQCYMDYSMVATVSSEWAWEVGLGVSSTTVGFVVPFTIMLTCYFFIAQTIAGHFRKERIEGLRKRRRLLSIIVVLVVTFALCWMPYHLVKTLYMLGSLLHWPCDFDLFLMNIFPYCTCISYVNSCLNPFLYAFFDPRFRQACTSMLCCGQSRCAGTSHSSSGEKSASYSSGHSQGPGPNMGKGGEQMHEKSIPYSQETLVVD
tim23-1 inh: inhibits growth of tim23-1 mutant yeast. 330,000 tested, 1.3% active. inhibition, % at 20 µM. S. cerevisiae tim23-1 growth, BacTiter-Glo luminescence, 24 h;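 active = growth inhibition of the mutant yeast at or above 50%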;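 also: temperature-sensitive mutant grown at 25 °C; plate controls were DMSO-treated mutant yeast for no effect and medium wells lacking yeast for full effect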
UPR XBP1 act: adaptive UPR (XBP1) activation | CHO-XBP1 luciferase reporter, IRE1-XBP1 UPR activation, luminescence; percent of tunicamycin response, DMSO as zero | activation, % at 20 µM | 330,000 tested, 0.33% active | AID 463104;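 active = versus positive control, 20 µM dose yields 30% or more activation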;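 also: 100% = tunicamycin at 10 µg/mL and 0% = DMSO only wells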
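incubation = overnight seeding at 37 °C, 6 h compound treatment at 37 °C | assay system = CHO-XBP1 cells stably carrying IRE1-XBP1-driven luciferase reporter | input = 1000 cells per well | detection = luciferase luminescence | dosing = single point, 20 µM final compound, 1% DMSO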
Mdm2 MdmX PPI: inhibitors of human Mdm2/MdmX interaction; AID 485346; inhibition, % at 8 µM; SaOS-2 split-luciferase Mdm2/MdmX complementation, luminescence; O15151+Q00987; 330,000 tested, 3% active;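 active = inhibition of at least 50% at 8 µM in the primary screen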
APJ agonist: agonists of human APJ apelin receptor | CHO-K1 APJ PathHunter beta-arrestin, luminescence; 0% DMSO wells, 100% apelin | activation, % at 20 µM | 330,000 tested, 0.11% active | AID 2520;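 active = activation more than six SD over the plate average, tested at 20 µM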;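 also: 0% = DMSO alone and 100% = apelin-13 at 10 nM; some results filed as inactive read as strong as hits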
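Assay system: CHO-K1 cells stably expressing ProLink-tagged human APJ and arrestin–beta-gal acceptor. Compound dosing: 20 µM single point, 1% DMSO. Times: 16-18 h seeding, 90 min dark compound exposure, 60 min detection. Detection: beta-gal luminescence. Evaluation: APJ–arrestin association signal. Controls: negative DMSO alone, positive Apelin-13 at 10 nM.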
697 NFkB inh: inhibitors of the PMA/ionomycin-induced NF-kB reporter in 697 B cells; 697 B-cell NF-kB luciferase reporter, 16 h; inhibition, % at 4 µM; 330,000 tested, 0.33% active; in the data active = inhibition above about 35%
Active calls of the source: *; x = no result given. Hits appear at their usual frequency; overall some 5% were active at least once.

SMILES	Jurkat NFkB inh	UPR CHOP act	APJ antag	tim23-1 inh	UPR XBP1 act	Mdm2 MdmX PPI	APJ agonist	697 NFkB inh
Cc1cc(C)cc(C(=O)NC(CC(N)=O)c2ccc(NC3CCCCC3)c([N+](=O)[O-])c2)c1 (stereo not given)	12	-0.6	-13	9	0	-1	4	-13
Cc1ccc(CNC(=O)C(NS(=O)(=O)c2cccc3nsnc23)c2ccccc2)cc1 (stereo not given)	8	14	2	8	-1	6	0	-16
CC(=O)Nc1ccc(C(=O)OCC(=O)N(Cc2ccccc2)C(C)(C)C)cc1	-1	-2.6	-6	33	-2	18	-3	-11
COCCn1c(SCC(=O)Nc2cccnc2Cl)nc2cc(Cl)ccc2c1=O	-5	0.1	9	28	-1	1	-8	-37
CC(=O)Nc1ccc(S(=O)(=O)NC(CC(=O)NC2CCCCC2C)C(C)C)cc1 (stereo not given)	-13	-1.2	3	-6	0	33	0	-14
COc1cc(NC(=O)c2ccco2)ccc1NC(=O)C(C)C	-18	-2.0	3	15	2	-3	-3	16
COc1ccc(/C=N/NC(=O)c2ccc(Cl)c(S(N)(=O)=O)c2)cc1OCC(N)=O	2	-2.4	-31	15	0	0	-5	0
COc1ccc(OCc2cc(C(=O)N3CCC(OC)CC3)no2)c2ccccc12	-76	5.7	-121	25	0	-94	21	-80
CS(=O)(=O)c1ccc(Cl)c(NC(=O)Nc2ccccc2)c1	-3	0.5	-24	9	-2	16	1	12
CCc1nc2ccc(C(=O)Nc3nnc(C)s3)cc2nc1CC	3	4.5	-5	7	0	-48	-1	-2
Cc1ccc(N(CC(=O)N2CCN(c3ccccc3F)CC2)S(=O)(=O)c2c(C)noc2C)cc1	-3	-0.6	12	3	-3	14	-1	-9
COc1ccccc1N1CCN(CC(=O)Nc2ccnn2C2CCCC2)CC1	12	-1.1	3	-2	0	-4	-4	-4
COCCCNC(=O)CN1C(=O)COc2ccc(S(=O)(=O)N3CC(C)CC(C)C3)cc21 (stereo not given)	-4	-0.4	20	-3	-1	10	0	1
COc1cc(C(=O)Nc2ccc3c(c2)OCO3)c([N+](=O)[O-])cc1OC	-10	0.2	7	0	-2	0	-1	5
O=C(Nc1cccc2ccccc12)C1CCCC1	-4	0.6	-6	10	-4	-12	-2	5
COc1ccc(/C=N\NC(=O)CCN2CCN(c3ccccc3)CC2)cc1OC	3	-0.4	-5	1	1	-24	0	11
Cc1ccc(CN(C)C(=O)c2cccc(S(=O)(=O)N3CCCC3)c2)o1	12	1.7	1	6	-3	26	-3	-7
O=C(COC(=O)c1cc(S(=O)(=O)N2CCOCC2)ccc1Cl)NCc1ccco1	1	1.2	4	19	2	12	-2	14
CC(=O)c1c(C)[nH]c(C(=O)COC(=O)COc2ccccc2F)c1C	1	-1.0	0	14	-3	-2	-1	-2
Cc1cc(C)n(-c2nc3ccccc3nc2N2CCN(C(=O)c3ccccc3)CC2)n1	-3	-3.3	7	28	-6	11	-6	18
CC(Sc1nnc(-c2cccnc2)o1)C(=O)NC1CCCCC1 (stereo not given)	-1	0.1	2	-1	0	-16	-4	6
CC1CCCC(NS(=O)(=O)c2cc3c(cc2Cl)NC(=O)CO3)C1C (stereo not given)	-20	-2.3	7	24	0	-8	-1	-30
O=C(O)/C=C/c1cn(-c2ccccc2)nc1-c1ccc(-c2ccc([N+](=O)[O-])cc2)o1	6	1.0	-14	19	-4	19	6	13
N#Cc1cc([N+](=O)[O-])ccc1NCCCn1ccnc1	6	-0.5	28	-5	-1	0	-3	17
FC(F)(F)C12CC(c3ccccc3)=NCCN1CCN2 (stereo not given)	-9	0.3	-2	-16	1	8	0	-7

(cont.)
SMILES	Jurkat NFkB inh	UPR CHOP act	APJ antag	tim23-1 inh	UPR XBP1 act	Mdm2 MdmX PPI	APJ agonist	697 NFkB inh
CCN(CC)CCn1c(NC(=O)c2ccc(C)cc2)nc2ccccc21	-42	1.7	21	-6	-2	-22	-2	-63
COc1cccc2c(=O)n(CC(=O)N3CCC(C)CC3)ccc12	0	-1.1	-4	-1	0	4	-2	3
COc1cc(-c2nnc(COC(=O)c3cccn3C)o2)cc(OC)c1OC	1	0.4	-1	19	1	18	-4	-15
CCOc1ccc(NS(=O)(=O)c2ccc(C(=O)N(C)CC(=O)Nc3ccc(OC)cc3)cc2)cc1	0	0.0	10	-10	1	15	-5	-13
O=[N+]([O-])c1cccc(C(=NCc2ccccc2)NO)c1	-1	0.9	16	3	-3	-9	-2	18
O=C(C[C@H]1C[C@H](C(=O)N2CCOCC2)[C@@]2(CCC3CCCC3)c3[nH]c4cc(-c5ccco5)ccc4c3CCN2C1=O)NCCc1ccccn1	x	2.1	x	35	3	81*	x	3
Cc1ccc(NC(=O)c2cc(N3C(=O)C4CCCCC4C3=O)ccc2N2CCOCC2)cc1 (stereo not given)	10	0.0	3	6	1	-6	-2	-2
COc1cccc(CN2CC(O)=C(c3nc(-c4ccc(Cl)cc4)cs3)C2=N)c1	-7	3.2	21	-19	-2	26	-1	6
CCCCCC(=O)Nc1ccc(Cl)cn1	-18	1.1	16	7	5	4	-4	-20
O=C1Nc2cc(C(=O)N3CCN(c4ccccc4F)CC3)ccc2NC1CSCc1ccccc1F (stereo not given)	9	-0.4	22	9	-4	-16	0	-21
Cc1oc(-c2ccc(Cl)cc2)nc1CN1CCCC(C(=O)N2CCN(C(=O)c3ccco3)CC2)C1 (stereo not given)	45	-1.4	-1	13	0	8	-3	-34
Cn1cc(/C=C(\C#N)C(=O)Nc2ncc(Cc3ccc(Cl)cc3)s2)c2ccccc21	-3	1.5	11	23	-1	40	-2	12
CNS(=O)(=O)c1cccc(C(=O)Nc2cccnc2)c1	2	0.2	17	-7	-2	-10	1	-14
O=C(O)CCCCCNS(=O)(=O)/C=C/c1ccccc1	11	-1.8	-2	-1	-1	6	0	2
CCN(CC)S(=O)(=O)c1cc([N+](=O)[O-])ccc1N=Nc1c(O)n(C)c2ccccc12	-21	30	-1	-4	21	47	-4	-5
CN1CCN(C(=O)c2ccccc2NC(=O)c2sc3ccccc3c2Cl)CC1	16	-0.3	7	13	-2	18	-5	-6
O=C(O)CC/C(=N/Nc1ccc([N+](=O)[O-])cc1)C(=O)O	2	-2.1	0	-29	0	-26	-4	3
CC(NC(=O)[C@H](C)N1C(=O)N2CCc3c([nH]c4ccccc34)[C@@]2(C)C1=O)c1ccccc1 (stereo not given in full)	15	1.7	16	5	-1	28	-4	8
Cc1ccc(NC(=O)CCSc2nnnn2-c2ccc3c(c2)OCO3)cc1C	21	-0.8	13	26	0	31	1	16
CC(C)CCSc1nc2c(c(=O)[nH]c(=O)n2C)n1CCc1ccccc1	-13	0.1	-9	6	7	26	-2	-7
CC(=O)c1c(N2CCN(C)CC2)[nH]c(-c2ccccc2)nc1=S	-7	-2.4	14	3	7	8	-4	13
CSc1ccc(Cl)c(C(=O)NNC(=O)c2cccs2)c1	-23	0.8	0	-8	1	9	-3	-12
COc1ccc(OCCCC(=O)NNC(=O)c2ccncc2)cc1	4	0.9	-13	9	-4	-15	6	11
COc1ccsc1C(=O)Nc1ccc(F)cc1F	-9	1.9	12	10	3	9	-2	-4
S=C(Nc1cccnc1)NC1CC2CCC1C2 (stereo not given)	-1	0.8	11	6	-2	3	0	-14

Exported with bars between the fields: entries from further up.
Compound | Jurkat NFkB inh | UPR CHOP act | APJ antag | tim23-1 inh | UPR XBP1 act | Mdm2 MdmX PPI | APJ agonist | 697 NFkB inh
O=C(O)CCCCCNS(=O)(=O)/C=C/c1ccccc1 | 11 | -1.8 | -2 | -1 | -1 | 6 | 0 | 2
CCN(CC)S(=O)(=O)c1cc([N+](=O)[O-])ccc1N=Nc1c(O)n(C)c2ccccc12 | -21 | 30 | -1 | -4 | 21 | 47 | -4 | -5
CN1CCN(C(=O)c2ccccc2NC(=O)c2sc3ccccc3c2Cl)CC1 | 16 | -0.3 | 7 | 13 | -2 | 18 | -5 | -6
O=C(O)CC/C(=N/Nc1ccc([N+](=O)[O-])cc1)C(=O)O | 2 | -2.1 | 0 | -29 | 0 | -26 | -4 | 3
CC(NC(=O)[C@H](C)N1C(=O)N2CCc3c([nH]c4ccccc34)[C@@]2(C)C1=O)c1ccccc1 (stereo not given in full) | 15 | 1.7 | 16 | 5 | -1 | 28 | -4 | 8
Cc1ccc(NC(=O)CCSc2nnnn2-c2ccc3c(c2)OCO3)cc1C | 21 | -0.8 | 13 | 26 | 0 | 31 | 1 | 16
CC(C)CCSc1nc2c(c(=O)[nH]c(=O)n2C)n1CCc1ccccc1 | -13 | 0.1 | -9 | 6 | 7 | 26 | -2 | -7
CC(=O)c1c(N2CCN(C)CC2)[nH]c(-c2ccccc2)nc1=S | -7 | -2.4 | 14 | 3 | 7 | 8 | -4 | 13
CSc1ccc(Cl)c(C(=O)NNC(=O)c2cccs2)c1 | -23 | 0.8 | 0 | -8 | 1 | 9 | -3 | -12
COc1ccc(OCCCC(=O)NNC(=O)c2ccncc2)cc1 | 4 | 0.9 | -13 | 9 | -4 | -15 | 6 | 11
COc1ccsc1C(=O)Nc1ccc(F)cc1F | -9 | 1.9 | 12 | 10 | 3 | 9 | -2 | -4
S=C(Nc1cccnc1)NC1CC2CCC1C2 (stereo not given) | -1 | 0.8 | 11 | 6 | -2 | 3 | 0 | -14

Next section:
SMILES	Jurkat NFkB inh	UPR CHOP act	APJ antag	tim23-1 inh	UPR XBP1 act	Mdm2 MdmX PPI	APJ agonist	697 NFkB inh
Cc1cc(C)cc(NC(=O)Nn2cnnc2)c1	17	-0.5	13	14	-3	12	-7	24
Cn1c(C(=O)N[C@@H](Cc2ccccc2)C(=O)O)cc2cc(F)ccc21	3	1.6	15	1	2	6	-5	3
C[C@@H](NC(=O)c1[nH]cnc1C(=O)Nc1nccs1)c1ccccc1	15	0.9	-14	0	2	43	-2	15
Cc1nc2nc(-c3ccccc3)nn2c(C)c1Cl	-65	3.7	15	19	2	-13	-3	-78
Cc1ccc(S(=O)(=O)N2CCN(C(=O)CC(C)n3cncn3)CC2)cc1 (stereo not given)	13	1.2	2	0	2	1	-2	12
COc1ccc(Cl)cc1S(=O)(=O)N1CCC(C(=O)NCCC2=CCCCC2)CC1	-8	0.9	13	25	-1	14	-1	10
CN(C(=O)C1CCN(S(=O)(=O)c2cccc3nonc23)CC1)C1CCCCC1	-21	-0.9	-25	23	-3	15	-5	-50
Nc1c(Cl)cnn(-c2ccccc2)c1=O	18	0.6	17	18	-2	13	1	3
